S1P1 ag pot: S1P1 agonists and agonism potentiators, primary screen, cell-based, primary and confirmation screens, CRE-bla reporter; S1P1 CRE-bla cells, forskolin, beta-lactamase FRET, potentiator mode; S1P1 agonist co-added at EC20, 2 nM; 100% = saturating reference agonist, 0% = basal; AID 449, 2006; actives 0.57% (n = 56,000); Sphingosine 1-phosphate receptor 1 (Homo sapiens), P21453; activation, % at 9.5 µM;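 active = activation above a cutoff set at the mean activation of all tested compounds plus 3 SD, cut at about 54% in these data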;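 note: forskolin at 4 µM as EC80 and the EC20 agonist is SEW2871; 100% = SEW2871 at its EC100 plus forskolin at EC80; some compounds past the cut are filed as inactive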
Target sequence (P21453 whole entry, looked up): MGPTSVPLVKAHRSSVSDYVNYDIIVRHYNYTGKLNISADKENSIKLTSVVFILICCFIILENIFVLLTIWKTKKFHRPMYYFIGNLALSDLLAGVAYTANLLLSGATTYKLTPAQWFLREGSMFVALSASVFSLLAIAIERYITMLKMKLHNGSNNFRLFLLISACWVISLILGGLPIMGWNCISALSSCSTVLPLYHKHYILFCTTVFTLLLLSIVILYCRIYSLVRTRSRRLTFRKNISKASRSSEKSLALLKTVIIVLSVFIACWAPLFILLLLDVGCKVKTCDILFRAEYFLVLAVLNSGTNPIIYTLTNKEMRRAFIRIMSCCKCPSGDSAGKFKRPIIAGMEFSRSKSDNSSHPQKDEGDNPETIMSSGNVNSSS
D1 mod: D1 CRE-luciferase signal change, two-sided – cell-based, HEK293 D1, dopamine EC30, D1 allosteric modulator project, primary screen. dopamine EC30 potentiation; actives deviate in either direction. D(1A) dopamine receptor (Homo sapiens), P21728. AID 641, 2007. actives 5.9% (n = 58,000). B-score at 10 µM;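 active = luminescence count or its row- and column-corrected plate score outside the 99.7% band of the plate's sample wells, on either side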
HEK293 NFkB inh: inhibitors of PMA/ionomycin-induced NF-kB reporter, primary screen, antigen receptor NF-kB inhibitor project, cell-based, HEK-293 luciferase reporter, luminescence; AID 465, 2006; inhibition, % at 3 µM; actives 0.21% (n = 62,000); HEK-293 NF-kB luciferase reporter;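 active = inhibition above the mean of all tested compounds plus 3 SD, cut at about 40% in these data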;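 note: 0% = stimulated DMSO wells and 100% = 10 µM reference inhibitor 5653914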
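Reagent: PMA plus ionomycin mix as NF-kB-activating stimulus. Assay system: NF-kB luciferase reporter HEK-293 cells. Technique: luminescence from luciferase substrate reagent. Incubation: 1 h compound pre-incubation, 16 h PMA/ionomycin at 37 °C. Benchmarks: DMSO only as uninhibited control, 10 µM reference inhibitor as full inhibition. Repeats: tested once.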
S1P3 ag: human S1P3 receptor agonists, primary screen, cell-based, primary and confirmation, NFAT-BLA reporter; S1P3 NFAT-BLA reporter cells, agonism, FRET ratio; relative to 1 µM S1P, basal subtracted; activation, % at 4.5 µM; actives 0.1% (n = 60,000); AID 373, 2006;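 active = activation above the screen-wide mean plus 3 SD, cut at about 4.5% in these data, passing the limit was not always enough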; note: some compounds called inactive have numbers as strong as hits
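Assay system: CHO cells stably expressing human S1P3, Gα16 and NFAT-β-lactamase reporter. Timing: overnight plating, 4 h compound 37 °C, 2 h substrate RT. Signal: β-lactamase FRET emission ratio 460/535 nm. Measure: percent activation versus median 1 µM S1P response, basal-subtracted, per plate. Repeats: primary screen single test, confirmation screen in triplicate.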
5HT1a ag: human 5-HT1a receptor agonists, primary screen, cell-based, CHO, Ga15 NFAT-bla reporter | AID 567, 2006 | 5-hydroxytryptamine receptor 1A (Homo sapiens), P08908 | CHO 5-HT1a Ga15 NFAT-bla reporter, FRET ratio; 0% basal, 100% maximal reference agonist | actives 0.56% (n = 65,000) | activation, % at 10 µM;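 active = activation above the screen-wide mean activation plus 3 SD, cut at about 19% in these data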;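 note: 0% = DMSO wells and 100% = 5-CT at EC100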
5HT1E ag: 5-HT1E receptor agonists, primary screen, cell-based, HTS | actives 0.69% (n = 65,000) | CHO 5-HT1E Ga15 NFAT-bla reporter, FRET; 0% DMSO wells, 100% control agonist wells | activation, % at 6 µM | 5-hydroxytryptamine receptor 1E (Homo sapiens), P28566;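 active = activation above a set limit, the screen-wide mean activation plus 3 SD, cut at about 8.5% in these data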;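 note: 100% = positive control agonist at 1 µM giving full maximal response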
Target sequence (P28566 whole entry, looked up): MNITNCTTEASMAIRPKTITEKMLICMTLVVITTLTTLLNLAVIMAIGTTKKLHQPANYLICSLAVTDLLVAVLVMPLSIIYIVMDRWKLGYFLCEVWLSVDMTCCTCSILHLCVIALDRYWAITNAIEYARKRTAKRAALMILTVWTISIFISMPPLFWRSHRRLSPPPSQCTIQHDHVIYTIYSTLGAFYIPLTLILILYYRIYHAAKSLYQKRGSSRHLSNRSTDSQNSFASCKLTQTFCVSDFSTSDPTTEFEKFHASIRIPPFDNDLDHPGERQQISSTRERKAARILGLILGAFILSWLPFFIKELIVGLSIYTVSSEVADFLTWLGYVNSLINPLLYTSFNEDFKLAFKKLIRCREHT
5-HT1A blocker: human 5-HT1a receptor antagonists, primary screen, cell-based, CHO, Ga15 NFAT-bla reporter; AID 612, 2007; inhibition, % at 10 µM; CHO 5-HT1a Ga15 NFAT-bla reporter, antagonist mode; actives 0.68% (n = 62,000);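 active = inhibition above the mean of all tested compounds plus 3 SD, cut at about 43% in these data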;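 note: receptor stimulated by 5-CT agonist at 100 nM near EC80; beta-lactamase reporter measured by ratiometric fluorescence of a cleavable substrate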
HTR1E antagonist: 5-HT1E receptor antagonists, primary screen, cell-based, HTS; 5-hydroxytryptamine receptor 1E (Homo sapiens), P28566; actives 0.99% (n = 65,000); inhibition, % at 6 µM; AID 571, 2007; CHO 5-HT1E Ga15 NFAT-bla reporter, FRET, antagonist;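 active = inhibition above a set limit, the mean inhibition across every tested compound plus 3 SD, cut at about 29% in these data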;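 note: signal is the 460 over 535 nm emission ratio of beta-lactamase substrate; 0% = agonist plus DMSO wells and 100% = wells without agonist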
Jurkat viability: cytotoxicity toward Jurkat T cells, primary screen, cytotoxicity control, cell-based, Jurkat E6.1, 60K MLSMR library; actives 1.2% (n = 56,000); Jurkat E6.1 viability, ATP luminescence, 48 h; AID 463, 2006; inhibition, % at 4 µM;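 active = inhibition above the mean inhibition of all tested compounds plus 3 SD, cut at about 28% in these data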
An asterisk follows results filed as active. Outcome played no part in choosing rows; overall some 8.3% were active at least once.

Cc1c(C(=O)NC2CC2)oc2ccc(S(=O)(=O)N3CCCCCC3)cc12 was read as D1 mod 1, HEK293 NFkB inh 5, 5HT1a ag -0.5, 5HT1E ag 0.1, 5-HT1A blocker 10 and HTR1E antagonist 7.
`CC(=O)NC(C)C12CC3CC(CC(C(=O)O)(C3)C1)C2` (stereo not drawn) gave S1P1 ag pot 0, D1 mod 0.0097, HEK293 NFkB inh 19, S1P3 ag -0.5, 5HT1a ag 4.6, 5HT1E ag -0.2, 5-HT1A blocker -11, HTR1E antagonist -13 and Jurkat viability 1.
Screening CC(NC(=O)Cn1ccsc1=N)C12CC3CC(CC(C3)C1)C2 (stereo not drawn) returned S1P1 ag pot -18, D1 mod 0.2, HEK293 NFkB inh -7, S1P3 ag -0.7, 5HT1a ag -1.4, 5HT1E ag -0.6, 5-HT1A blocker 2, HTR1E antagonist 3 and Jurkat viability 7.
COc1ccc2c(c1)CCc1c(C(=O)N3CCCC3)noc1-2 was read as S1P1 ag pot 3, D1 mod 0.48, HEK293 NFkB inh -2, S1P3 ag 0.1, 5HT1a ag -2.1, 5HT1E ag -0.3, 5-HT1A blocker 1, HTR1E antagonist 3 and Jurkat viability 2.
COc1ccc(-n2c(SCC(=O)N3CCN(c4ccccc4)CC3)nc3c(c2=O)SCC3)cc1 was read as S1P1 ag pot 10, HEK293 NFkB inh 10, S1P3 ag -1.3, 5HT1a ag 1.6, 5HT1E ag 1.3, 5-HT1A blocker -15, HTR1E antagonist -14 and Jurkat viability 7.
`O=C(Nc1ccccc1)N(C1=NCCC1)c1ccc(OC(F)F)cc1` gave S1P1 ag pot -21, D1 mod 0.12, HEK293 NFkB inh 14, S1P3 ag -1.3, 5HT1a ag -2.0, 5HT1E ag 1.7, 5-HT1A blocker -7, HTR1E antagonist -6 and Jurkat viability 1.
`COc1ccccc1C(=O)N1CCc2ccccc21` gave S1P1 ag pot -5, D1 mod 0.52, HEK293 NFkB inh 1, S1P3 ag -0.2, 5HT1a ag -4.2, 5HT1E ag 20*, 5-HT1A blocker 7, HTR1E antagonist -1 and Jurkat viability -4.
Screening Cn1c(=O)cc(SCC(=O)Nc2ccc3c(c2)OCO3)c2ccccc21 returned S1P1 ag pot 2, D1 mod 1.7, HEK293 NFkB inh 11, S1P3 ag 0.5, 5HT1a ag 0.5, 5HT1E ag -0.7, 5-HT1A blocker -4, HTR1E antagonist 13 and Jurkat viability -2.
For CCOC(=O)C1=C(N)N(c2ccccc2Oc2ccccc2)C(=O)C1 the results were S1P1 ag pot -2, D1 mod 0.55, HEK293 NFkB inh 12, S1P3 ag 0.1, 5HT1a ag -0.3, 5HT1E ag 0.2, 5-HT1A blocker 15, HTR1E antagonist 3 and Jurkat viability 0.
O=C(O)CC1(Cc2nc(-c3cccs3)no2)CCCC1 was read as S1P1 ag pot -2, D1 mod -0.27, HEK293 NFkB inh 23, S1P3 ag -1.2, 5HT1a ag -1.1, 5HT1E ag 0.2, 5-HT1A blocker 0, HTR1E antagonist -7 and Jurkat viability 1.
For COC(=O)c1ccccc1NC(=O)C1CC(=O)N(c2ccccc2)C1 (stereo not drawn) the results were S1P1 ag pot -10, D1 mod 0.22, HEK293 NFkB inh 10, S1P3 ag -0.2, 5HT1a ag -0.4, 5HT1E ag -0.5, 5-HT1A blocker -11, HTR1E antagonist -1 and Jurkat viability 0.
Screening Cc1cc(C)c2cc(C#N)c(N3CCCC3)nc2c1 returned S1P1 ag pot -25, D1 mod -0.49, HEK293 NFkB inh 21, S1P3 ag 0.2, 5HT1a ag -0.7, 5HT1E ag -0.5, 5-HT1A blocker -9, HTR1E antagonist -2 and Jurkat viability 2.
CC(C)C(=O)Nc1cccc(C(=O)Nc2nccs2)c1 was read as S1P1 ag pot 11, D1 mod -0.19, HEK293 NFkB inh 7, S1P3 ag -2.1, 5HT1a ag -0.8, 5HT1E ag -0.7, 5-HT1A blocker -2, HTR1E antagonist 2 and Jurkat viability 2.
CC1CCc2sc3nc(NCc4ccco4)n4ncnc4c3c2C1 (stereo not drawn) was read as S1P1 ag pot -27, D1 mod 1.3, HEK293 NFkB inh 8, S1P3 ag -0.1, 5HT1a ag 0.1, 5HT1E ag 0.1, 5-HT1A blocker -2, HTR1E antagonist -5 and Jurkat viability -4.
For CCN1C(=O)C2(/C(=C(\O)c3ccc4c(c3)OCCO4)C(=O)C(=O)N2CCCOC)c2ccccc21 (stereo not drawn) the results were S1P1 ag pot 9, HEK293 NFkB inh 1, S1P3 ag -1.0, 5HT1a ag -2.4, 5HT1E ag 1.3, 5-HT1A blocker -6, HTR1E antagonist 5 and Jurkat viability -2.
Screening O=C(OCC1OC2C(Oc3nc(=O)ccn32)C1O)c1ccccc1 (stereo not drawn) returned S1P1 ag pot 0, D1 mod -0.18, HEK293 NFkB inh 4, S1P3 ag -0.9, 5HT1a ag -0.3, 5HT1E ag -0.6, 5-HT1A blocker -12, HTR1E antagonist 7 and Jurkat viability 1.
COc1cc(C2=NOC(C(=O)NC3CCCCC3)C2)cc(OC)c1OC (stereo not drawn) was read as S1P1 ag pot 5, D1 mod 0.019, HEK293 NFkB inh 13, S1P3 ag 0.7, 5HT1a ag 1.3, 5HT1E ag 0.5, 5-HT1A blocker 0, HTR1E antagonist -9 and Jurkat viability -4.
Screening Cc1noc(C)c1CSc1nnc2scc(-c3ccccc3)n12 returned S1P1 ag pot -39, D1 mod 11*, HEK293 NFkB inh -2, S1P3 ag 0.3, 5HT1a ag -2.9, 5HT1E ag 0.1, 5-HT1A blocker -16, HTR1E antagonist 11 and Jurkat viability -10.
Screening Cc1cccc(NC(=O)c2ccc(S(=O)(=O)N(C)C)cc2)n1 returned D1 mod 0.0089, HEK293 NFkB inh -4, S1P3 ag -0.9, 5HT1a ag -0.8, 5HT1E ag -1.0, 5-HT1A blocker 2, HTR1E antagonist -2 and Jurkat viability 1.
`Cc1ccc(S(=O)(=O)Cn2nnnc2C(C(C)C)N2CCc3ccccc3C2)cc1` (stereo not drawn) gave S1P1 ag pot -35, D1 mod -0.43, HEK293 NFkB inh 22, S1P3 ag -0.9, 5HT1a ag -0.1, 5HT1E ag 0.1, 5-HT1A blocker -3, HTR1E antagonist -1 and Jurkat viability -5.
OC(CN1CCOCC1)CN1CCOCC1 was read as S1P1 ag pot 3, D1 mod 2.6*, HEK293 NFkB inh 11, S1P3 ag -1.3, 5HT1a ag -2.0, 5HT1E ag -1.0, 5-HT1A blocker 1, HTR1E antagonist 3 and Jurkat viability 3.
`c1cn(-c2ncnc3sc4c(c23)CCCC4)cn1` gave S1P1 ag pot 15, D1 mod 4.3, HEK293 NFkB inh 0, S1P3 ag -0.6, 5HT1a ag -2.1, 5HT1E ag 0.0, 5-HT1A blocker 13, HTR1E antagonist -3 and Jurkat viability -6.
`C=CCSc1ncccc1C(=O)O` gave S1P1 ag pot -10, D1 mod -0.41, HEK293 NFkB inh 10, S1P3 ag -0.8, 5HT1a ag 0.2, 5HT1E ag 1.2, 5-HT1A blocker -8, HTR1E antagonist 1 and Jurkat viability -4.
For CS(=O)(=O)N(Cc1ccccc1)c1ccc(C(=O)NC2CCCCC2O)cc1 (stereo not drawn) the results were S1P1 ag pot -26, D1 mod 1.5, HEK293 NFkB inh 13, S1P3 ag -0.7, 5HT1a ag 0.0, 5HT1E ag 0.0, 5-HT1A blocker -1, HTR1E antagonist -3 and Jurkat viability 4.
`O=C1C2CCCN2C(c2cccc(F)c2)N1c1cccc(Cl)c1` (stereo not drawn) gave S1P1 ag pot -9, D1 mod -0.59, HEK293 NFkB inh 7, S1P3 ag 0.0, 5HT1a ag -3.2, 5HT1E ag 1.0, 5-HT1A blocker 6, HTR1E antagonist 1 and Jurkat viability 6.
`O=C(COc1ccccc1)OCc1cc2ccccc2[nH]c1=O` gave S1P1 ag pot -4, D1 mod 0.31, HEK293 NFkB inh 16, S1P3 ag -0.5, 5HT1a ag -2.6, 5HT1E ag -0.9, 5-HT1A blocker -7, HTR1E antagonist 5 and Jurkat viability 0.
`Cc1cccc(NC(=O)Cn2c(=O)n3nc(CCn4nc(C)cc4C)nc3c3ccccc32)c1` gave S1P1 ag pot -32, HEK293 NFkB inh 27, S1P3 ag -0.6, 5HT1a ag -0.9, 5HT1E ag 2.5, 5-HT1A blocker -15, HTR1E antagonist -17 and Jurkat viability 5.
`Oc1ccccc1C1=Nc2ncnn2C(c2ccccc2)C1` (stereo not drawn) gave S1P1 ag pot -1, HEK293 NFkB inh 14, S1P3 ag -0.4, 5HT1a ag -0.1, 5HT1E ag 0.1, 5-HT1A blocker 16, HTR1E antagonist 7 and Jurkat viability -2.
Screening COc1ccc(Cn2c(C)nc3c(c2=O)c2nc4ccccc4nc2n3Cc2ccco2)cc1 returned S1P1 ag pot -28, D1 mod 7.6*, HEK293 NFkB inh 16, S1P3 ag -0.2, 5HT1a ag 2.5, 5HT1E ag 6.2, 5-HT1A blocker 3, HTR1E antagonist 15 and Jurkat viability -10.
Screening C=CCN1C(=O)N(/C=C/C)c2cccc3cccc1c23 returned D1 mod 0.58, HEK293 NFkB inh 1, S1P3 ag -1.0, 5HT1a ag 3.6, 5HT1E ag -0.1, 5-HT1A blocker 2, HTR1E antagonist 5 and Jurkat viability -4.
Screening O=C(CSCc1cccc(F)c1)N1CCN(c2ccccc2)CC1 returned D1 mod -0.98, HEK293 NFkB inh 8, 5HT1a ag -0.2, 5HT1E ag 0.1, 5-HT1A blocker -7 and HTR1E antagonist 2.

Grouped by structure: those above containing two or more sulfur atoms (two)
COc1ccc(-n2c(SCC(=O)N3CCN(c4ccccc4)CC3)nc3c(c2=O)SCC3)cc1 was read as S1P1 ag pot 10, HEK293 NFkB inh 10, S1P3 ag -1.3, 5HT1a ag 1.6, 5HT1E ag 1.3, 5-HT1A blocker -15, HTR1E antagonist -14 and Jurkat viability 7.
Screening Cc1noc(C)c1CSc1nnc2scc(-c3ccccc3)n12 returned S1P1 ag pot -39, D1 mod 11*, HEK293 NFkB inh -2, S1P3 ag 0.3, 5HT1a ag -2.9, 5HT1E ag 0.1, 5-HT1A blocker -16, HTR1E antagonist 11 and Jurkat viability -10.
